Source: PubChem
DTT redox prof: compounds producing H2O2 with reducing agent – biochemical, NIH compound library profiling, artefact control for MLSCN library redox annotation, primary screen; DTT-dependent redox cycling H2O2, phenol red/HRP absorbance; 100% = 100 µM peroxide control, 0% = buffer; activation, % at 10 µM; 200,000 tested, 0.03% active;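 active means activation of at least 50% relative to the plate's high and low controls in the primary single-dose screen; inactive means activation below 50%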;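 further: compound incubated with DTT at 0.8 mM final as the reducing agent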
TLR4-MyD88 BLA: inhibitors of TLR4-MyD88 association in cells, primary screen, cell-based, HeLa CL3-4, BLA complementation, FRET ratio; 200,000 tested, 0.18% active; inhibition, % at 8.4 µM; Toll-like receptor 4 (Homo sapiens) + Myeloid differentiation primary response protein …; HeLa CL3-4 TLR4/MyD88 BLA complementation; in the data active means inhibition above about 25%;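 further: 0% = vehicle and 100% = reference inhibitor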
Target sequence (O00206 whole entry, looked up): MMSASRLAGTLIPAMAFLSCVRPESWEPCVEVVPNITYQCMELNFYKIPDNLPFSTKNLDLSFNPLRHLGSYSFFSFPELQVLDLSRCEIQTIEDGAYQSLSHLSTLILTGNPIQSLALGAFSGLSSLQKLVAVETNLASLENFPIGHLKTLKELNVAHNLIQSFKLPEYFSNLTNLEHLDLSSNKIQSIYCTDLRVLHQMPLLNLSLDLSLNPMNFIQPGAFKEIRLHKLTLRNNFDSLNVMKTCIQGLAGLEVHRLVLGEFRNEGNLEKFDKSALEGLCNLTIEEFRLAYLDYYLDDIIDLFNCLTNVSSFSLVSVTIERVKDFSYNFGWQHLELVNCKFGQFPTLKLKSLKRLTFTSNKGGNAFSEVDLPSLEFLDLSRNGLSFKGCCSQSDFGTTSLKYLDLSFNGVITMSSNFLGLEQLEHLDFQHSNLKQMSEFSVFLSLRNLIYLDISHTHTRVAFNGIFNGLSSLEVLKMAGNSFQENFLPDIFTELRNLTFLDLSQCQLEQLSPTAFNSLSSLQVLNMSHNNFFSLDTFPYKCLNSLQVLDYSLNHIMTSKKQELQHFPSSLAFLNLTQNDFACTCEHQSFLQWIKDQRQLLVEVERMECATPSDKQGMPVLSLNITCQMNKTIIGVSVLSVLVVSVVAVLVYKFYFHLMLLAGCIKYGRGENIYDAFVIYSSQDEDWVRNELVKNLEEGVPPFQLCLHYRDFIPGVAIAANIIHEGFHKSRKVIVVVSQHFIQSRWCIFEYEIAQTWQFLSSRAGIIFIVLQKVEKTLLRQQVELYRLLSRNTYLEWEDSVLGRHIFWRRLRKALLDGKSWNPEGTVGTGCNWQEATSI
Target sequence (Q99836 whole entry, looked up): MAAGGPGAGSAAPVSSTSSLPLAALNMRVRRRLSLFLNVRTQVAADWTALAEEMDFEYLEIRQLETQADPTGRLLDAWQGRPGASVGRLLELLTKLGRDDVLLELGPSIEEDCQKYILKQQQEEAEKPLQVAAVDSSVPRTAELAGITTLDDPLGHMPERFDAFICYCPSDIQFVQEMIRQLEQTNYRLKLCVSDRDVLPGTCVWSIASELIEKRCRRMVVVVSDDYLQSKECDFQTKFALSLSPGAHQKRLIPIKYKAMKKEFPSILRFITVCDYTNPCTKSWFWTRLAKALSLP
STAT3 inh: IL-6 driven STAT3 reporter inhibitors, primary screen, U3A cells, luciferase, luminescence, MLSCN library; 190,000 tested, 0.89% active; AID 862, 2007; inhibition, % at 5.5 µM; IL-6 STAT3-luciferase reporter; host cell line lacks STAT1;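 active means inhibition above the mean inhibition across all screened compounds plus 3 SD, cut at about 44% in these data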;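 further: 0% = DMSO only wells and 100% = 100 µM nifuroxazide control wells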
HMGR II inh: inhibitors of E. faecalis class II HMGR, primary screen, biochemical, Enterococcus faecalis; 190,000 tested, 0.41% active; purified E. faecalis HMGR, NADPH absorbance 340 nm kinetic; AID 1066, 2008; inhibition, % at 10 µM; HMG-CoA reductase (Enterococcus faecalis, mvaE);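 active means inhibition above a set limit, the median over all tested compounds plus 3 SD, cut at about 9.5% in these data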;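 further: enzyme runs in reverse so mevalonate oxidation gives rising NADPH absorbance; 0% = complete reaction with DMSO and 100% = background rate lacking mevalonate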
APP 5'UTR act: activators of APP 5'UTR luciferase reporter, primary screen, SH-SY5Y cells; SH-SY5Y APP 5'UTR luciferase reporter, luminescence; zero percent = DMSO vehicle wells; activation, % at 2 µM; 190,000 tested, 1% active; AID 1276, 2008;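 active means activation above a set limit, based on mean plus 3 SD of controls, cut at about 140% in these data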; further: values of inactives mirror those of a sister screen read the other way
Hsp70 activator: Hsp70 transcriptional activators, primary screen, cell-based, HeLa, Hsp70 promoter luciferase, luminescence, 10 µM. activation, % at 10 µM. HeLa Hsp70 promoter luciferase reporter; scaled: vehicle 0, proteasome-inhibitor control 100%. AID 1203, 2008. 200,000 tested, 0.04% active;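 active means activation above the mean across all tested compounds plus 3 SD, cutoff set per campaign, cut at about 5.5% in these data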;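 further: 100% = MG132 at 30 µM as the positive control and 0% = DMSO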
NF-kB neuron act: activators of NF-kB expression in neurons, primary screen, cell-based, HTS; human neuronal cells, NF-kB reporter expression; hits give high values; fold change at 12.5 µM; 190,000 tested, 1.6% active; in the data active means fold change above about 3.3
STAT1 inh: STAT1 signaling inhibitors, primary screen, cell-based, HTS, luciferase reporter; NIH 3T3 STAT1-luciferase reporter, IFN-gamma, luminescence; inhibition, % at 5.5 µM; 200,000 tested, 0.35% active;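 active means inhibition above a set limit, the mean inhibition across all tested compounds plus 3 SD, cut at about 34% in these data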;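 further: 0% = IFN-gamma with DMSO and 100% = IFN-gamma with 300 µM nifuroxazide; values of inactives mirror those of a sister screen read the other way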
STAT3 activator: IL-6 driven STAT3 reporter potentiators, primary screen, U3A cells, luciferase, luminescence, MLSCN library | IL-6 STAT3-luciferase reporter; 100% = signal with IL-6 EC80 alone | activation (% of control), % at 5.6 µM | 190,000 tested, 0.91% active | AID 871, 2007;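 active means activation above the screen-wide mean of compound activation plus 3 SD, cut at about 130% in these data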;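 further: 0% = background luminescence of wells with medium and substrate only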
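System – human U3A cells carrying STAT3-luciferase construct · Probe or stimulus – Interleukin-6, 33 ng/mL · Schedule – compound 1 h, then IL-6 6 h at 37 °C · Signal – luminescence from STAT3-driven luciferase reporter · Evaluation – percent of IL-6-only median luminescence · Benchmarks – IL-6-only high control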
STAT1 act: STAT1 signaling activators, primary screen, cell-based, HTS, luciferase reporter | NIH 3T3 STAT1-luciferase reporter, IFN-gamma, luminescence; 100% = IFN-gamma alone, no compound | activation (% of control), % at 5.5 µM | 200,000 tested, 2.6% active;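 active means activation above the screen-wide mean activation plus 3 SD, cut at about 130% in these data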;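 further: raw ratio to IFN-gamma control signal so 100% means no change and 0% no light; values of inactives mirror those of a sister screen read the other way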
* marks the source's active call; other numbers are inactive results; · = not tested or not shown.

Second line of a record: DTT redox prof, TLR4-MyD88 BLA, STAT3 inh, HMGR II inh, APP 5'UTR act, Hsp70 activator, NF-kB neuron act, STAT1 inh, STAT3 activator, STAT1 act
> Cc1cc2c(C)c(C)c(=O)[nH]c2cc1N
  0.4, -12, 0, -2, 6, -0.5, 1.2, 4, 100, 103
> O=C(CN(c1ccc(Cl)cc1)S(=O)(=O)c1ccccc1)N/N=C/c1ccco1
  -0.2, -15, 8, -1, 4, -0.4, 1, -2, 94, 102
> Cc1cccc(OCCn2c(=O)oc3ccc(C)cc32)c1
  -0.5, -13, 12, -3, 14, 0.3, 2.3, -23, 92, 119
> CCn1c2ccccc2c2nnc(SCC(=O)Nc3ncccn3)nc21
  0.4, -9, 3, 2, -5, -0.3, 1.1, 1, 101, 97
> CCC(=O)Nn1cnc2c(c1=O)C1(CCCCC1)Cc1ccccc1-2
  0.3, -4, 0, 3, -21, -0.2, 1.2, 0, 100, 100
> COc1ccc(CCNC(=O)c2ccccc2NC(=O)c2ccco2)cc1OC
  -0.6, 0, 9, 5, -7, 0.7, 0.5, 0, 98, 100
> COc1ccc(NC2=CC(c3ccc(F)cc3)N(c3ccc(OC)cc3)C2=O)cc1 (configuration not stated)
  1.2, -12, -2, -2, -7, -0.4, 1.2, -6, 104, 105
> Cc1c(NC(=O)CSc2ccc(Cl)cc2)c(=O)n(-c2ccccc2)n1C
  -0.8, -15, -4, -4, -21, 0.1, 1, -7, 108, 105
> COc1ccc(CCNC(=O)Cn2c(-c3nonc3N)nc3ccccc32)cc1OC
  0.4, 1, 4, -2, -3, -0.2, 0.85, -3, 97, 103
> CC(C)N(CCCNC(=O)c1ccc(N2CCCC2=O)cc1)Cc1ccccc1
  -0.6, -12, 2, -3, 15, -0.1, 2.4, 2, 106, 96
> O=C(CN1CCCCC1)NN(Cc1ccccc1)c1ccccc1
  0.3, -12, 3, -2, -5, -0.3, 1.1, 10, 98, 92
> CC1=CCCC(C)(C)C1/C=C/C(C)=N/NC(=O)c1ccncc1 (configuration not stated)
  0.5, 3, 4, -4, 8, -0.2, 1.1, 0, 100, 97
> CCC(=O)OCc1c(C(F)(F)F)nn(C)c1Sc1ccc(Cl)cc1
  1.7, 4, 0, -1, -1, -0.1, 1.2, 4, 105, 97
> CN1CCN(CCCNC(=O)CCCOc2cc(=O)n(C)c3ccccc23)CC1
  2.2, 2, 1, 0, 2, -0.1, 1.4, -4, 99, 104
> CC(C)C(NC(=O)OCc1ccccc1)C(=O)O (configuration not stated)
  2.3, -6, 15, -4, -5, -0.2, 0.94, 5, 91, 96
> CCOC(=O)Nc1ccc(S(=O)(=O)Nc2cc(C)nc(C)n2)cc1
  0.0, -6, -5, -1, -15, -0.2, 1.1, 2, 102, 98
> CN(Cc1ccccc1NCC(=O)Nc1ccccc1C#N)C1CCCCC1
  0.6, -15, -27, -2, -14, -0.1, 0.96, 7, 131, 93
> O=c1cc(-c2ccccc2)oc2cc(OCc3ccccc3)cc(O)c12
  -0.2, -9, 2, -6, 6, 0.2, 1.4, 1, 100, 98
> Cn1c(-c2ccc(Br)o2)nc2ccccc21
  1.9, -4, 11, -6, 135, -0.2, 4.5*, -44, 92, 140*
> Cc1nn(-c2ccccc2)c(Cl)c1/C=C(\CC(=O)O)c1nc2ccccc2s1
  0.1, -12, -10, 0, 6, 0.1, 1.1, -1, 109, 101
> O=C(NCC1(c2ccccc2)CCOCC1)c1ccc(Br)o1
  1.9, 1, 4, 1, -5, -0.5, 1.1, -4, 100, 103
> O=C(Cc1ccc(Cl)cc1)c1c[nH]c(C(=O)NCCCN2CCOCC2)c1
  -2.3, -8, 2, -4, -25, 0.0, 0.99, -8, 104, 106
> CCc1ccc(-n2c(CSc3nnnn3-c3ccccc3)nc3ccccc3c2=O)cc1
  0.9, 2, -2, -9, ·, 0.9, 0.97, 0, 102, 99
> CS(=O)(=O)N(Cc1ccccc1)c1ccccc1C(=O)O
  -0.2, 0, 4, 1, -1, 0.6, 1.1, 1, 96, 93
> COc1ccc(-c2csc3ncnc(Cl)c23)cc1
  -1.0, -8, 6, 2, 3, -0.1, 1.4, 25, 97, 75
> N=C1C(c2ccccc2)=C(O)C2CCc3ccccc3N12 (configuration not stated)
  -2.5, -5, -14, 1, 41, 0.1, 1.3, -1, 115, 102
> CCOc1ccc2nc(NC3=NC(C)(C)C=C(C)N3)nc(C)c2c1
  0.1, -1, -4, -6, ·, -0.4, 0.98, 12, 102, 89
> Cc1ccc(-c2c(C#N)c(N)nc3c2CCCCC3)o1
  1.4, 10, -2, -4, 15, -0.3, 1.1, -2, 107, 103
> Cc1cc(Cl)ccc1OC(C)C(=O)NCCCCc1ccccc1 (configuration not stated)
  0.1, 1, -6, -5, 2, -0.3, 1.3, -2, 103, 102
> COc1cc(CC(=O)N2CCc3ccccc32)cc(OC)c1OC
  0.6, -10, 2, -3, 18, -0.4, 1.1, 13, 103, 86
> O=C(/C=C/c1ccccc1)NC(=S)NNC(=O)c1cccnc1
  0.8, -12, -16, -3, -5, 0.0, 0.89, 4, 114, 96
> CCC(=O)Nc1nnc(-c2ccccn2)o1
  0.4, 5, -5, -5, 1, -0.5, 0.98, -7, 100, 106
> CCOC(=O)N1CCN(c2ccc(O)cc2)CC1
  0.3, 2, 9, -6, 24, 0.0, 3.5*, 6, 95, 95
> Cc1c(C#N)c(N=CN(C)C)c(C(=O)c2ccc(Br)cc2)n1-c1ccc(Cl)cc1
  0.1, -13, -22, -2, -7, -0.2, 0.82, 3, 119, 98
> Cc1ccc(N2C(N)=C(C#N)C(c3cccnc3)C3=C2CC(C)(C)CC3=O)cc1 (configuration not stated)
  2.7, 5, 2, -3, -10, 0.6, 0.84, 0, 101, 99
> O=C(c1cccs1)n1nc(-c2ccc(Cl)cc2)nc1NCc1ccco1
  3.1, -12, 20, -2, -9, 0.1, 0.97, 6, 86, 95
> COc1cc2[nH]c(=O)n(CCC(=O)NCc3cccnc3)c(=O)c2cc1OC
  -0.8, -4, 6, -8, 15, -0.4, 0.91, -2, 100, 103
> O=C(NC(=S)N1CCCCCC1)c1ccccc1Cl
  0.0, 7, 5, -3, 4, -0.4, 1.1, -7, 98, 105
> CNC(=O)CN(C)S(=O)(=O)c1ccc(OC)c(Cl)c1
  3.5, -6, -2, -2, -12, -0.1, 1.1, 5, 105, 96
> COc1ccc(-n2c(C)nn(C)c2=O)cc1
  0.8, -5, 11, -4, -3, 0.0, 1.2, 0, 101, 100

The closing 3 records of the part above open the next one.
SMILES,DTT redox prof,TLR4-MyD88 BLA,STAT3 inh,HMGR II inh,APP 5'UTR act,Hsp70 activator,NF-kB neuron act,STAT1 inh,STAT3 activator,STAT1 act
O=C(NC(=S)N1CCCCCC1)c1ccccc1Cl,0.0,7,5,-3,4,-0.4,1.1,-7,98,105
CNC(=O)CN(C)S(=O)(=O)c1ccc(OC)c(Cl)c1,3.5,-6,-2,-2,-12,-0.1,1.1,5,105,96
COc1ccc(-n2c(C)nn(C)c2=O)cc1,0.8,-5,11,-4,-3,0.0,1.2,0,101,100
Cc1nc(N)sc1C(=O)Nc1ccccc1,2.2,-7,-1,-6,16,-0.2,1.5,-14,104,113
CCC(=O)N1CCN=C1SCc1ccccc1Cl,-1.7,-1,16,-1,-8,-0.5,1.2,-1,91,101
COC(=O)c1sc2nc(CSc3nc4ccc(C)cc4[nH]3)[nH]c(=O)c2c1C,2.2,-14,-9,-7,-13,-0.3,1.1,3,113,97
CCCCCCC(=O)Nc1nc(C)c(-c2csc(Nc3ccc(Cl)cc3)n2)s1,-4.9,-18,-35,-7,10,-0.1,1,20,136*,81
CCCN(CCC)C(=O)CSc1nc2n[nH]c(C)c2c(=N)n1-c1ccc(OC)cc1,3.0,-8,25,-1,-13,-0.3,0.5,4,80,96
Cc1cc2nc(CS(=O)(=O)c3ccccc3)cc(=O)n2[nH]1,0.4,-2,4,3,18,-0.3,1.1,-6,103,104
O=C(NCCCO)/C(=C/c1ccc(-c2cccc([N+](=O)[O-])c2)o1)NC(=O)c1ccccc1,-0.1,-5,2,-3,16,-0.1,1.1,-14,100,111
C=C(C)c1cccc(C(C)(C)NC(=O)N2CCN(c3ccc(OC)cc3)CC2)c1,0.1,-1,-1,-2,0,-0.1,1.1,1,99,99
COc1cc(OC)nc(NC(=O)CSc2nnc(-c3ccccc3)n2C2CCCCC2)n1,3.1,4,1,·,3,-0.2,·,-3,103,103
COc1ccc(CC(=O)Nc2nnc(-c3cccc([N+](=O)[O-])c3)s2)cc1,-0.1,6,6,0,15,-0.1,1.3,-1,94,101
COc1ccc(CCNS(=O)(=O)c2cccc3nsnc23)cc1OC,-2.8,1,5,-2,7,-0.3,1.2,4,99,96
O=C(O)c1ccccc1-c1ccccc1C(=O)NCc1ccco1,2.2,18,-6,-2,10,-0.1,0.98,-10,108,109
Cn1c(C(=O)N2CCCC(C(=O)NCc3cccs3)C2)cc2sccc21 (configuration not stated),0.1,0,7,-2,11,0.2,0.78,-4,98,103
Cc1ccc(NC(=S)N(Cc2cccc(Br)c2)CC2CCC(C(=O)O)CC2)cc1Cl (configuration not stated),-1.3,-8,2,0,16,-0.1,1,12,100,88
N=C1C=CC=C2C1=NC1(CCCCC1)N2O,-0.9,-6,2,-12,-9,-0.8,0.41,6,104,95
S=C(NCCc1ccc(Cl)cc1)NC1CC1,-0.2,-21,28,0,9,0.2,1.1,-4,81,102
CCCc1nnc(NC(=O)CSc2nc3ccccc3[nH]2)s1,-1.3,-9,12,-3,24,-0.2,1.1,6,92,94
CC1CCC(C(C)C)C(OC(=O)COC(=O)c2cc(O)ccc2N)C1 (configuration not stated),-0.5,-30,-4,-2,-24,-0.5,1.1,5,104,95
